FLuc stim CS = firefly luciferase counter-screen for stimulation assays; ATPlite luciferase biochemical, luminescence, 10 min; 0 = ATP-free wells, 1 = DMSO control; AID 1027; activation factor at 10 µM; 200,000 tested, under 10 active; P08659;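 active means luciferase activation factor, scaled between plate controls, of at least 2 with compound at 10 µM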
Target sequence (P08659 whole entry, looked up): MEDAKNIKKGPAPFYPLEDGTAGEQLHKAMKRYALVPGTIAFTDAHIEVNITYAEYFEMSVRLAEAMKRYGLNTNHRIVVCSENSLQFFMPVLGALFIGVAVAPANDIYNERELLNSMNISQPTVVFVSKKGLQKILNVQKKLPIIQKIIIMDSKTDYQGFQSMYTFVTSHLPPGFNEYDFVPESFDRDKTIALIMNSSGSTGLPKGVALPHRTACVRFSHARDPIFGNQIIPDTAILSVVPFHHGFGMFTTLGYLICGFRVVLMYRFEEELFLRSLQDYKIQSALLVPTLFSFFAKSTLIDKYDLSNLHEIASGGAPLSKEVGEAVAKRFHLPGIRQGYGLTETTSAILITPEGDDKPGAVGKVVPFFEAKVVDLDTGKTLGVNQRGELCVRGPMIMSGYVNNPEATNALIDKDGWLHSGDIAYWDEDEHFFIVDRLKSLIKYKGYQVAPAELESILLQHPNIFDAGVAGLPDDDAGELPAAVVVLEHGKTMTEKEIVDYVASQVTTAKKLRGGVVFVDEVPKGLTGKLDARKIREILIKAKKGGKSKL
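Assay system: Luciferase/luciferin detection reagent, cell-free biochemical luciferase assay / Read-out: luciferase activation / Benchmarks: No-ATP low control, compound-free enzyme-plus-ATP high control / Medium: PBS buffer for ATP / Detection: luminescence measurement of luciferase light output / Schedule: 10 min at ambient temperature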
G6PDH counter = L. mesenteroides G6PDH inhibition counter-screen | hit rate 0.12% among 200,000 | inhibition, % at 5 µM | AID 1020 | Purified L. mesenteroides G6PDH, diaphorase/resazurin coupled fluorescence, 45 min; in the data active means inhibition above about 50%
PMI act hi M6P = increases human PMI activity with near-saturating mannose 6-phosphate; P34949; coupled PMI enzyme assay, resazurin fluorescence, 20 min; active compounds read high; 1 = untreated enzyme, 0 = substrate-free blank; activation factor at 20 µM; hit rate 0.34% among 190,000;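 active means activation factor of 2 or more at 20 µM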
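assay system = human phosphomannose isomerase with PGI, G6PDH, diaphorase coupling enzymes | quantity = 15 ng/mL PMI | incubation = enzyme reaction with compound 20 min at room temperature | medium = HEPES pH 7.4 buffer with MgCl2 and Tween-20 | compound dosing = one concentration, 20 µM, in 1% DMSO | measured by = Diaphorase-driven resazurin-to-resorufin fluorescence, excitation 544, emission 590 nm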
Efa HMGR inh = E. faecalis class II HMG-CoA reductase inhibition. inhibition, % at 10 µM. hit rate 0.41% among 190,000. AID 1066. purified E. faecalis HMGR, NADPH absorbance 340 nm kinetic;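 active means inhibition above a set limit, the median over all tested compounds plus 3 SD, cut at about 9.5% in these data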;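 further: enzyme runs in reverse so mevalonate oxidation gives rising NADPH absorbance; 0% = complete reaction with DMSO and 100% = background rate lacking mevalonate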
Diaph inh CS = diaphorase inhibition or chemical oxidation counter-screen; diaphorase resazurin-to-resorufin fluorescence, NADH, 16 min; bacterial (C. kluyveri) enzyme, not human; inhibition, % at 20 µM; hit rate 0.69% among 190,000;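 active means primary screen inhibition at 20 µM above a set limit, cut at about 50% in these data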;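 further: plate controls were DMSO with full reaction for no effect and wells lacking NADH for full effect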
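Test system: diaphorase enzyme from Clostridium kluyveri; amount: diaphorase at 0.14 U/mL in enzyme working solution; detection: fluorescence of resorufin formed from resazurin, Ex 544/Em 590 nm; times: reaction incubation of 16 min at room temperature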
TNAP inh hiacc = inhibitors of human TNAP at high phosphate acceptor concentration; P05186; purified TNAP, CDP-star luminescence, 1 M DEA; inhibition, % at 20 µM; hit rate 0.03% among 200,000; AID 1135;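 active means over 50% inhibition of tissue-nonspecific alkaline phosphatase at 20 µM in the single-dose screen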;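 further: plate controls were DMSO wells for no effect and EDTA-quenched wells as full inhibition for full effect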
Target sequence (P05186 whole entry, looked up): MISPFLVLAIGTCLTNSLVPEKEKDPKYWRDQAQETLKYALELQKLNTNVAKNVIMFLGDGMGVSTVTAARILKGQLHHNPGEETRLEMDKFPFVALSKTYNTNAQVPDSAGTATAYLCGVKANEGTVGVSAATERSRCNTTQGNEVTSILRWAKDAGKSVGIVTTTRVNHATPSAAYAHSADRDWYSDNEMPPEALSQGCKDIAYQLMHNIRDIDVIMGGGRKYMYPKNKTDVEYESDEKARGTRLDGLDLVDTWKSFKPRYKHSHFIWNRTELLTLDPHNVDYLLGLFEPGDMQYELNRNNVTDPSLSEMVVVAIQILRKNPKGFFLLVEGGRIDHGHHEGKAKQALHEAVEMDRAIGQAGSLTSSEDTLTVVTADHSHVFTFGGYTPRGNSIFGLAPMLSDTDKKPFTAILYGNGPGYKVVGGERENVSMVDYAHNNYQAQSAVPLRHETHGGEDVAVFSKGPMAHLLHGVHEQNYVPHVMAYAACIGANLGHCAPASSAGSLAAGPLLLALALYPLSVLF
Diaphorase act = counter-screen for diaphorase-based assays: diaphorase activators and chemical reducers. Diaphorase/resazurin coupled assay, resorufin fluorescence, 16 min; active compounds read high; 1 = vehicle wells, 0 = NADH-free wells. activation factor at 20 µM. hit rate 0.005% among 190,000. AID 1229;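 active means diaphorase activity raised at least twofold by the compound at 20 µM; inactive means activation factor below 2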
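Test system: Clostridium kluyveri diaphorase, purified enzyme; input: enzyme 0.07 U/mL final; buffer or medium: 50 mM HEPES pH 7.4 with 4.542 mM MgCl2, 0.005% Tween 20; also added: 0.114 mM NADH and 0.1 mM resazurin, final amounts; schedule: 16 min enzyme reaction, ambient temperature; technique: fluorescence of resorufin, 544 nm excitation, 590 nm emission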
TNAP act hiacc = TNAP (human) activation, high acceptor; 200,000 tested, under 10 active; P05186; purified TNAP, CDP-star luminescence, 1 M DEA, 30 min; active compounds read high; 0 = EDTA background, 1 = DMSO-only activity; activation factor at 20 µM;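 active means activation factor at least 2 at 20 µM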
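Test system – human TNAP · Doses – 20 µM single point · Incubation – 30 min, room temperature · Signal – luminescent substrate turnover signal · Read-out basis – activation factor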
TNAP inh no acc = TNAP (human) inhibition, acceptor-free conditions; inhibition, % at 20 µM; purified TNAP, CDP-star luminescence, 30 min; P05186; AID 1012; hit rate 0.26% among 200,000;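 active means tissue-nonspecific alkaline phosphatase inhibition above about 50% at 20 µM in the single-dose screen, limit read from the data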;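 further: 0% = DMSO negative control and 100% = EDTA positive control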
PMI activator = phosphomannose isomerase (human) activation. activation factor at 20 µM. AID 1214. hit rate 0.005% among 190,000. P34949. purified human PMI, coupled resazurin fluorescence, 20 min; active compounds read high; 1 = vehicle control, 0 substrate-free wells;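 active means activation factor of 2 or more at 20 µM, relative to plate controls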
Active calls of the source: *; nt = no result given.

SMILES	FLuc stim CS	G6PDH counter	PMI act hi M6P	Efa HMGR inh	Diaph inh CS	TNAP inh hiacc	Diaphorase act	TNAP act hiacc	TNAP inh no acc	PMI activator
N#Cc1cccc(NC(=O)Cn2c3[n+](c4ccc(C(F)(F)F)cc42)CCCCC3)c1	1.1	7.7	0.9	3.8	14.5	0.3	0.9	1	-3.4	0.9
COc1ccc(S(=O)(=O)c2ccc(O)cc2)cc1	1	8.1	0.9	0.9	7.7	1.9	0.9	1	-1.0	0.9
Cn1cc(C(=O)c2ccc(Cl)cc2Cl)cc1C(=O)O	1.1	6.9	1	0.3	8.2	-5.7	0.9	1.1	-8.1	1
Oc1ccc(CN2CCN(c3ccccc3)CC2)c2cccnc12	1	19.4	0.5	9.1	65.7*	-2.0	0.3	1	-23.8	0.6
O=C(NCC(=O)N(CC1CCCO1)C(C(=O)NC1CCCCC1)c1ccccc1)c1cccs1 (stereo unspecified)	1	5.7	0.9	-4.1	11.5	-0.6	0.9	1	-4.3	0.9
CNc1ncnc2sc(-c3ccccc3)cc12	1	-4.6	1.1	-4.3	5.9	-3.6	0.9	1	-4.1	1
NS(=O)(=O)c1ccc(CCNC(=O)CSc2ccc(Cl)cc2)cc1	1.1	-10.8	1	-4.2	13.4	-2.8	0.9	1	-12.1	0.9
COc1ccc(C(=O)COC(=O)CCN2C(=O)[C@@H]3[C@H](C2=O)[C@@H]2C[C@H]3C(Br)C2Br)cc1 (stereo partly specified)	1	1.3	1	-1.3	12.3	-2.0	0.9	1	-7.7	0.9
O=C(CS(=O)(=O)Cc1ccccc1)Nc1ccccc1Cl	1.1	2.5	1.1	-1.1	6.3	-3.0	0.9	1	-6.0	1.1
Cc1ccccc1NC(=O)/C(C#N)=C\c1ccsc1	1	6.1	0.9	-1.8	7.7	2.3	0.9	1	-17.0	0.9
COCCCNC(=O)c1ccc2c(=O)n(Cc3ccc(OC)cc3)c(=O)[nH]c2c1	1	2.3	1	-0.3	3.8	-2.1	1	1	-8.2	1
O=C(Nc1ncc(Cc2cccc([N+](=O)[O-])c2)s1)c1ccco1	1.1	3.8	1	-6.1	21.5	0.2	0.8	1	-6.8	1
Cc1cc(C)c2nc(-c3ccccn3)cc(C(=O)Nc3ccc(S(=O)(=O)Nc4onc(C)c4C)cc3)c2c1	1.1	-1.3	1	2.5	17.3	1.4	0.8	1	-4.7	1.3
Cc1cc(NC(=O)Cn2nc(C(F)(F)F)c3c2CCCC3)no1	1	7.7	0.9	-2.7	15.5	1.6	0.8	1	-4.5	0.8
C/C(=N\NS(=O)(=O)c1ccc(C)c([N+](=O)[O-])c1)c1cc2ccccc2o1	1	20.3	1.1	-7.5	7.9	3.6	0.9	1	-3.4	1.1
CCCCOC(=O)c1ccc(NC(=O)C(=O)NCc2cccnc2)cc1	1	13.3	nt	0.1	nt	-0.5	nt	1	-9.6	nt
Nc1cc(=O)[nH]c(SCC(=O)Nc2ccc(S(=O)(=O)N3CCOCC3)cc2)n1	1	6.3	0.9	-4.7	10.8	-0.2	0.9	1	-8.0	0.9
CCN(CCN(C)C)C(=O)Cn1ncc2c1-c1cc(C)ccc1OC2	1	5.1	0.9	-7.5	0.9	-2.5	1	1	-9.0	1
CCc1ccc(S(=O)(=O)NCCc2cn3ccccc3n2)s1	1	-3.2	1	-4.8	6.9	-0.2	0.9	1	-6.3	0.9
CC1CC(C)CN(CCCNC(=O)Cn2ncn3cccc3c2=O)C1 (stereo unspecified)	1	-0.3	1	-2.6	9.7	-3.1	0.9	1	-21.5	0.9
CCOc1ccc(Nc2oc(-c3cccs3)nc2C#N)cc1	1	4.9	0.9	0.0	13.6	-3.5	0.9	1	-11.7	0.8
Cc1ccc(NC(=S)N(CCCN2CCOCC2)Cc2ccco2)cc1Cl	1	6.4	0.8	-5.6	21.0	-4.8	0.8	1	-6.5	0.9
CC(=O)Nc1ccccc1OCC(=O)NC(C)c1ccccc1 (stereo unspecified)	1.1	6.0	1	3.6	4.1	-7.1	1	1.1	-7.1	1.1
O=C1c2ccccc2-c2nnc(-c3ccc(O)cc3)cc21	0.1	-7.4	0.7	-4.8	4.6	13.0	1	0.9	13.9	1
OCCC1CN(Cc2cccc3c2OCO3)CCN1C1CCCC1 (stereo unspecified)	1	15.1	0.9	-2.0	3.2	1.3	1	1	-2.6	0.9
CCC(=O)Nc1ccc(Cl)c(NC(=O)c2ccc(Br)o2)c1	1.1	-12.0	1	-0.2	6.4	2.6	0.9	1	3.5	0.9
CCOc1ccc(C(C)=O)cc1COC(=O)C1=COCCO1	1	6.7	1	-0.2	2.2	-9.5	1	1.1	-0.9	1.1
c1ccc(C2CCC(N3CCC(N4CCCCC4)CC3)CC2)cc1 (stereo unspecified)	1.1	4.5	1.1	-0.1	6.9	-5.7	0.9	1.1	3.8	1.1
CC(C)(C)C(=O)Nc1cccc(-c2nc3ccccc3[nH]2)c1	1	0.5	1	-6.6	8.7	-0.2	0.9	1	-9.7	1
COc1ccc(-c2ccc(CCC(=O)O)n2CC(C)C)cc1	1	3.4	1.1	-2.3	-4.0	-4.2	1	1	-6.8	1
C=C(C)COc1ccc(-c2nc(N)ncc2Oc2ccccc2OC)c(O)c1	1	3.4	0.8	0.5	39.0	-3.8	0.6	1	-7.6	0.8
Cc1ccc(C(=O)NCCCNCCCN(C)C)cn1	1.1	4.6	1.1	2.2	-8.1	-5.6	1.1	1.1	-14.4	0.9
COc1ccc(N/N=C(\C#N)C(=N)N2CCOCC2)cc1	0.9	1.2	0.8	3.3	15.3	7.4	0.8	0.9	1.5	0.9
O=C1CC(C(=O)NCc2ccccc2)N=C(N2CCCCC2)N1 (stereo unspecified)	1	-1.3	0.9	-3.2	6.1	-2.3	0.9	1	-9.4	0.9
CC1(C)CC(=O)/C(=C(\O)CCCN2C(=O)c3ccccc3C2=O)C(=NCCO)C1	1	-1.2	0.9	1.0	9.6	-1.7	0.9	1	-2.9	0.9
O=C(NCCc1ccccc1)c1nc2nc(-c3cccs3)cc(C(F)(F)F)n2n1	1	16.4	0.9	-6.0	16.4	-3.9	0.8	1	-6.6	0.9
Cn1c(CC2C(=O)Nc3ccc(Br)cc32)nc2ccccc2c1=O (stereo unspecified)	1.1	-24.1	1	-4.2	16.9	-0.4	0.8	1	-6.8	0.9
OC(Cn1ccnc1)c1ccc(Cl)cc1Cl (stereo unspecified)	1.1	8.7	0.9	-3.5	21.5	-5.1	0.8	1.1	0.4	1
Cc1cccc(Cn2ncc(Cl)c(Cl)c2=O)c1	1.1	-1.0	1	-2.0	16.2	-0.9	0.8	1	-6.5	1
CN(C1CCS(=O)(=O)C1)S(=O)(=O)c1cccc2nsnc12 (stereo unspecified)	1.1	3.9	1	-6.1	8.8	-7.4	0.9	1.1	-15.0	1
CC1CC(C)(C)NC(=O)O1 (stereo unspecified)	1	2.9	0.9	-0.5	21.5	-2.4	0.8	1	-2.7	0.9
CCn1cc(C(=O)NCC2CCCO2)c(=O)c2cc(S(=O)(=O)N3CCCCCC3)ccc21 (stereo unspecified)	1	-2.1	1	7.0	9.8	-3.9	0.9	1	-4.7	1
Cc1ccc(NC(=O)C(=O)NCC2CCCO2)cc1 (stereo unspecified)	0.9	6.9	0.8	-4.6	-2.2	-4.9	1	1	-12.7	0.9
Cc1ccc(C)c(/C=N/Nc2ccccn2)c1	1	-2.2	1	-0.9	6.4	-5.3	0.9	1.1	-1.3	0.9
O=C(CSc1nnc(-c2ccco2)o1)c1ccc[nH]1	0.9	4.0	1	-2.9	-5.3	-4.0	1.1	1	-21.6	1.1
O=C(NCCCn1ccnc1)C(=O)NCC(c1ccco1)N1CCN(c2ccccc2)CC1 (stereo unspecified)	1.1	2.1	1	-8.6	6.0	-6.4	0.9	1.1	-13.3	1
CC1C/C(=N\Nc2ccc(S(N)(=O)=O)cc2[N+](=O)[O-])CC(C)(C)C1 (stereo unspecified)	1	16.7	0.9	6.6	16.2	13.3	0.8	0.9	7.1	0.9
CC1COc2ccccc2N1C(=O)c1cccnc1Cl (stereo unspecified)	1	16.9	1.2	5.0	-31.4	-4.1	1.3	1	5.9	1.1

A run of entries from the list above:
SMILES	FLuc stim CS	G6PDH counter	PMI act hi M6P	Efa HMGR inh	Diaph inh CS	TNAP inh hiacc	Diaphorase act	TNAP act hiacc	TNAP inh no acc	PMI activator
CN(C1CCS(=O)(=O)C1)S(=O)(=O)c1cccc2nsnc12 (stereo unspecified)	1.1	3.9	1	-6.1	8.8	-7.4	0.9	1.1	-15.0	1
CC1CC(C)(C)NC(=O)O1 (stereo unspecified)	1	2.9	0.9	-0.5	21.5	-2.4	0.8	1	-2.7	0.9

Following part:
SMILES	FLuc stim CS	G6PDH counter	PMI act hi M6P	Efa HMGR inh	Diaph inh CS	TNAP inh hiacc	Diaphorase act	TNAP act hiacc	TNAP inh no acc	PMI activator
CN(CC(=O)O)Cc1nc2ccccc2[nH]1	1	45.1	0.9	-0.6	20.1	0.6	0.8	1	-40.4	0.9
COCC(C)NC(=O)c1cccc([N+](=O)[O-])c1 (stereo unspecified)	1.1	7.7	1.1	-0.6	-0.8	-5.4	1	1.1	-8.2	1.1
Cc1cc(C(=O)COC(=O)c2cc(O)c3ccccc3c2O)c(C)n1CC1CCCO1 (stereo unspecified)	1	34.1	0.5	-4.8	37.2	2.8	0.6	1	0.2	1.1
Cc1ccccc1-n1nnnc1SC1CCOC1=O (stereo unspecified)	1	8.2	1.1	-1.6	-4.0	-10.1	1	1.1	-5.4	1.1
CC(NS(=O)(=O)c1cccc(Cl)c1)C(=O)N(C)C1CCN(C)CC1 (stereo unspecified)	1.1	12.6	1.1	-3.2	0.9	-0.2	1	1	1.2	1
O=C(COc1ccccc1)Nc1ccc(CN2CCCCC2)cc1	1	10.0	0.9	-0.2	23.6	-9.4	0.8	1.1	-9.6	0.9

Bioassay records as filed in PubChem.

An unsorted share of the library (roughly 1.7% active in at least one column).
